C-LANA FP: inhibitors of KSHV LANA C-terminal domain DNA binding; MBP-C-LANA/FAM-LBS DNA binding, fluorescence polarization; inhibition, % at 9 µM; actives 0.078% (n = 340,000);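 active = highest replicate inhibition at or above 60% at 9 µM, even if other replicates fall short; inactive = all replicates below 60% inhibition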;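 also: 0% = neutral control wells and 100% = 4 µM acridine orange control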
Rtt109 HAT inh: blocks Candida albicans Rtt109/Vps75 acetyltransferase activity. purified Rtt109/Vps75, ThioGlo CoA-SH fluorescence, 4 h. actives 0.16% (n = 330,000). inhibition, % at 34.9 µM. AID 540336. Q5AAJ8;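 active = inhibition of at least 50% in every replicate; inconclusive = best replicate reaches 50% inhibition but some replicates fall short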
Target sequence (Q5AAJ8 whole entry, looked up): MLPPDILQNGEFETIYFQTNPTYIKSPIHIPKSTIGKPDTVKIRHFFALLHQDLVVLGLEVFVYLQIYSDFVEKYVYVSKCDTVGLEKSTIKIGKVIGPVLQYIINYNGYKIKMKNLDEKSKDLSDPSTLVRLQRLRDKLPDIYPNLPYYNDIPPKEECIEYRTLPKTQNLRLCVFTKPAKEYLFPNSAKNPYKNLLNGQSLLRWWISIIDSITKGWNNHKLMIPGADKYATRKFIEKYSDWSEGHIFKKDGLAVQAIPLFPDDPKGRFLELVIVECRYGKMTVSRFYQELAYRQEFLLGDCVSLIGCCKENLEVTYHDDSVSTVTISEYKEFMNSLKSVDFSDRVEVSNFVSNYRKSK
CAL PDZ FP-1: human CAL PDZ-peptide interaction inhibition; Q9HD26; purified CAL PDZ, TMR-peptide fluorescence polarization, 1 h; inhibition, % at 20 µM; actives 0.02% (n = 330,000); AID 504414;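 active = highest replicate inhibition of at least 40%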;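 also: plate controls were DMSO neutral control wells for no effect and unlabeled competitor peptide control wells for full effect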
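Assay system – tagged CAL PDZ protein CerCALP, purified · Timing – 1 h at RT · Compound – single point, 20 µM · Measured by – fluorescence polarization from S- and P-plane intensities, G-factor corrected · Evaluation – inhibition from polarization loss · Probe or stimulus – TMR reporter peptide T*-PRC34 · Buffer or medium – pH 7.4 phosphate-saline buffer, reducing agent, detergent, IgG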
PKA-R2B act: activates the human PKA-R2B holoenzyme complex | activation, % at 11.4 µM | PKA-R2B holoenzyme dissociation, Cy5-IP20 fluorescence polarization; R2B truncated from residue 108, S112A mutant; 0% DMSO only, 100% 113 µM cGMP | P22694+P31323 | actives 0.079% (n = 340,000) | AID 504700;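 active = activation above a cutoff set at the mean over all compounds plus 3 SD, cut at about 18% in these data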;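 also: higher means more holoenzyme dissociation and a rise in polarization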
Cardiac RTF inh: cardiac RTF calcium desensitization; inhibition, % at 7.15 µM; actives 0.12% (n = 340,000); IANBD-labeled cardiac RTF, Ca2+ fluorescence; AID 493244; P19429+P45379;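 active = inhibition above the mean inhibition of all tested compounds plus 3 SD, cut at about 17% in these data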;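 also: assay run at fixed EC70 calcium of 1.6 mM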
DAGLB inh: diacylglycerol lipase beta (human) inhibition; Q8NCG7; HEK293T DAGLB membrane lysate, EnzChek fluorogenic substrate; inhibition, % at 5.17 µM; actives 0.059% (n = 340,000); AID 504411; in the data active = inhibition above about 34%;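 also: 0% = enzyme with vehicle and 100% = wells lacking enzyme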
Target sequence (Q8NCG7 whole entry, looked up): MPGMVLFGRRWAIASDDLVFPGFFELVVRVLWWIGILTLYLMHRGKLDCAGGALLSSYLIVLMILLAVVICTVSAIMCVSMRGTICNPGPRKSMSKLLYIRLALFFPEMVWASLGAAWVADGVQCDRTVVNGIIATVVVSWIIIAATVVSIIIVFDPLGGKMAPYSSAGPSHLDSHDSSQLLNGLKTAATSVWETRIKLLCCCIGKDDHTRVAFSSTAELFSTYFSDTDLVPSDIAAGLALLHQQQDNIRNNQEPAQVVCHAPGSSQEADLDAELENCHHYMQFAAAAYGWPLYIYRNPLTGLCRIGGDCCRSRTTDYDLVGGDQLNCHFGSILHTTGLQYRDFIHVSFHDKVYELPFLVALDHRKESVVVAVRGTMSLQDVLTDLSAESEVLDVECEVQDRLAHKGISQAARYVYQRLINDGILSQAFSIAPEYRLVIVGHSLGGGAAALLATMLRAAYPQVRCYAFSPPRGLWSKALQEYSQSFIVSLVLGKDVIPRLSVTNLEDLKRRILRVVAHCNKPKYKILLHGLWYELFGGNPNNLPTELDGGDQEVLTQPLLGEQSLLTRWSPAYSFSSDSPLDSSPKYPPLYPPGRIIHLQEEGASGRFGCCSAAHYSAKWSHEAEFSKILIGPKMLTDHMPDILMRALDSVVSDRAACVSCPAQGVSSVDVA
Keap1 Nrf2 FP: Keap1-Nrf2 (human) interaction inhibition. Keap1 Kelch-Nrf2 peptide fluorescence polarization, 1536-well. Q14145. actives 0.15% (n = 340,000). inhibition, % at 9.4 µM; in the data active = inhibition above about 12%; inconclusive = no clear call, values can overlap the other calls; inactive = below about 7.3%;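 also: human Keap1 Kelch domain with fluorescein labeled Nrf2 9mer peptide probe; 0% = neutral control wells and 100% = peptide positive control; higher means more block of Keap1 binding to Nrf2 peptide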
CAL PDZ FP-2: CAL PDZ (human) peptide binding inhibition. Q9HD26. purified CAL PDZ, TMR-peptide fluorescence polarization, 1 h. inhibition, % at 24.9 µM. actives 0.92% (n = 300,000). AID 602252;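 active = mean inhibition of at least 30% with at least half of replicates also reaching 30%; inconclusive = no clear call, values can overlap the other calls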;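 also: 0% = DMSO neutral control and 100% = excess unlabeled competitor peptide PRC23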
RTF Ca sens act: increases calcium sensitivity of human cardiac regulated thin filaments. P19429+P45379. IANBD-labeled TnC RTF fluorescence at EC20 calcium; 0% EC20 calcium, 100% full calcium. activation, % at 7.2 µM. actives 0.24% (n = 340,000). AID 493008;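 active = activation above the mean over all tested compounds plus 3 SD, cut at about 30% in these data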;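 also: rise in fluorescence read as greater calcium sensitivity of cardiac thin filaments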
SR-BI DiI-HDL act: enhances SR-BI lipid uptake from DiI-HDL; CHO ldlA[mSR-BI] cells, DiI-HDL uptake fluorescence, 3 h; 100 = double the neutral-control signal; AID 504775; actives 0.096% (n = 320,000); activation, % at 12.5 µM;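 active = mean replicate activation of at least 60% and every replicate at or above 60%; inconclusive = mean or all-replicate condition met, but not both; inactive = mean below 60% and not all replicates reaching 60%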;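 also: 0% = median plate neutral-control signal and 100% = twice that signal; values of inactives mirror those of a sister screen read the other way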
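Test system: SR-BI-overexpressing, LDLR-lacking CHO cells; Also added: labelled HDL, 10 µg/mL; Measured by: bottom-read cell fluorescence after medium removal, ex 550/em 595 nm; Timing: 3 h uptake period with compound, 37 °C; Buffer or medium: F12, 0.5% BSA, 25 mM HEPES; Doses: single compound concentration, delivered by pin transfer.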
The depositor's hits bear a star; ? = inconclusive; / = not tested or not shown.

Start of the listing, in advance:
compound	C-LANA FP	Rtt109 HAT inh	CAL PDZ FP-1	PKA-R2B act	Cardiac RTF inh	DAGLB inh	Keap1 Nrf2 FP	CAL PDZ FP-2	RTF Ca sens act	SR-BI DiI-HDL act
COc1ccc(C(=O)N[C@H](C(=O)NCc2ccccc2)C(C)C)cc1	-2.9	-5	-0.6	1	-10	-10	-6	-5	-2	29
COc1cccc(C2CNC3(CCCC(C)C3)c3[nH]c4ccccc4c32)c1OC (centres undefined)	-1.2	5	-0.7	-16	-4	-1	-2	-4	-3	-28

The list itself, previewed entries included:
compound	C-LANA FP	Rtt109 HAT inh	CAL PDZ FP-1	PKA-R2B act	Cardiac RTF inh	DAGLB inh	Keap1 Nrf2 FP	CAL PDZ FP-2	RTF Ca sens act	SR-BI DiI-HDL act
COc1ccc(C(=O)N[C@H](C(=O)NCc2ccccc2)C(C)C)cc1	-2.9	-5	-0.6	1	-10	-10	-6	-5	-2	29
COc1cccc(C2CNC3(CCCC(C)C3)c3[nH]c4ccccc4c32)c1OC (centres undefined)	-1.2	5	-0.7	-16	-4	-1	-2	-4	-3	-28
O=C(Cn1nnc(-c2ccncc2)n1)N1CCc2ccccc21	0.5	4	2.0	-1	-9	4	0	0	-2	35
CCOC(=O)c1cc(NC(=O)c2cccnc2)cc(C(=O)OCC)c1	2.6	4	-2.7	-5	1	0	2	-2	-5	-41
COc1ccc(C(=O)NNC(=O)CSc2nnnn2-c2cc(OC)cc(OC)c2)cc1	0.3	0	-0.1	-5	3	-3	-4	-4	-2	-16
CCN(CC(=O)NC(C)(C)C)C(=O)C(c1ccccc1)c1ccccc1	0.4	-9	-2.6	-14	-1	-1	-5	2	-2	5
Cc1cc(C(=O)O/N=C(\N)c2ccncc2)ccc1[N+](=O)[O-]	0.1	-17	-0.8	-12	0	-1	3	-6	-6	1
NC(=O)CN(Cc1ccccc1)S(=O)(=O)c1ccc2c(c1)OCCO2	-1.8	-12	-1.9	-8	2	-1	2	-6	-5	15
CCNS(=O)(=O)c1ccc(NC(=O)Nc2ccc3c(c2)OCO3)cc1	-0.9	13	-0.9	-7	-4	-2	2	-1	5	-22
Cc1ccccc1CS(=O)(=O)c1cn(CC(=O)N2CCOCC2)c2ccccc12	-1.2	3	0.0	1	3	-1	-4	11	2	/
CCC(C)c1ccc(NC(=S)NCCn2cc(Br)cn2)cc1 (centres undefined)	-1.2	7	-1.4	-2	-6	-5	1	/	-3	14
O=C(O)c1cc(N/N=C/c2ccc3c(c2)OCCO3)ccc1Cl	0.9	-5	0.0	4	2	5	-5	-5	3	-16
CC(C)(C)OC(=O)N1CCC(c2c(C(=O)O)cnn2-c2ccccc2Cl)CC1	0.8	-3	-0.2	-15	-2	-1	1	/	-4	30
CC(C#N)(NC(=O)CN1CCN(S(=O)(=O)c2ccccc2Cl)CC1)C1CC1 (centres undefined)	-4.0	2	0.3	-3	-13	0	5	2	4	-3
COc1cccc(C(=O)O[C@H]2[C@H](Cc3ccccc3)NS(=O)(=O)[C@H]3C[C@@H]4C=C[C@]23O4)c1	-1.2	7	-1.6	-5	-1	-2	1	1	13	7
O=S(=O)(Cc1cccc(F)c1)c1c[nH]c2ccccc12	-1.0	1	-0.8	10	-8	-6	-4	/	7	-17
COc1ccc(-n2c(SCC(N)=O)nnc2-c2ccco2)cc1	0.8	-5	0.5	-8	-9	-1	3	7	2	-13
CCC[C@@H](CN[C@@H](CNC)C(C)C)NCCCCc1ccccc1	2.6	-10	1.4	0	-9	1	-5	2	5	8
Cc1c(Cl)c(=O)oc2cc(OCC(=O)N3CCCC(C)C3)ccc12 (centres undefined)	-1.1	1	-0.5	0	8	0	-6	/	1	-25
COC(=O)c1ccc(Sc2nnnn2-c2ccccc2)c([N+](=O)[O-])c1	-0.7	-6	-3.6	1	-5	-5	5	-3	-9	1
CCOc1ccccc1N1CCN(C(=S)NCc2ccco2)CC1	0.1	-3	-1.0	-12	-10	-9	0	-3	-4	-42
CCOC(=O)c1cn(CC(=O)Nc2cccc(Cl)c2C)nn1	1.5	-8	-1.8	3	-10	-2	4	-4	6	8
Cc1cc(C(=O)Cn2cc(C(F)(F)F)ccc2=O)c(C)n1-c1ccccc1	-2.5	8	-0.7	-7	-21	3	-3	2	1	-14
COc1ccc(-c2nnc(SCC(=O)Oc3ccc(C)cc3)o2)cc1	-0.9	3	0.0	-1	1	-4	5	3	1	2
O=C(CN1C(=O)C2C3C=CC(C3)C2C1=O)Nc1ccc(S(=O)(=O)Nc2nccs2)cc1 (centres undefined)	0.3	8	0.5	-18	-5	2	3	4	4	/
O=C(N/N=C\c1cc2c(cc1Cl)OCO2)c1cccs1	-2.1	-4	-2.3	-5	6	2	0	-4	-1	-20
COc1ccccc1C1NC(=O)c2ccccc2O1 (centres undefined)	-1.6	-1	0.0	10	-8	-1	1	1	-1	18
COc1ccc(C(=O)NCc2cnn(C)c2)cc1OC1CCN(C(C)C)CC1	-0.2	-9	-2.2	7	-1	0	-3	-1	-4	7
CC(C)CN(C(=O)C(C)N1C(=O)c2ccccc2C1=O)c1c(N)n(Cc2ccccc2)c(=O)[nH]c1=O (centres undefined)	-0.1	9	-1.4	-2	-3	1	-1	1	-10	23
CCOC(=O)c1c(C)[nH]c(C)c1C(=O)CSc1nnc(-c2ccc(OC(F)F)cc2)o1	-1.0	-2	-1.3	-3	-4	-2	0	-3	-3	-56
COc1ccc(CN2CCc3ccc(NC(=O)c4ccncc4)cc3C2)c(F)c1	-1.3	1	-1.7	7	0	1	-4	-4	-2	-9
Cc1ccc(C(=O)Cn2c(=N)n(CCN3CCOCC3)c3ccccc32)cc1	-1.5	-15	-0.2	-7	-2	2	-4	-1	7	-22
Cc1c(C(=O)N2CCN(c3ccccc3)CC2)sc2ncnc(N3CCN(c4ccccn4)CC3)c12	0.5	4	-1.9	6	-3	0	-3	-3	-1	-24
CCOc1ccccc1C=NNC(=O)CCCCC(=O)NN=Cc1ccccc1OCC	-0.4	0	-1.0	-2	-2	0	-2	/	17	-81
CCC(C)/C(C)=N/NC(=O)C1COc2ccccc2O1 (centres undefined)	1.3	0	-0.2	0	5	-3	1	1	-3	?
COc1cccc(NC(=O)CN(C)C(=O)CC2CCCC2)c1	-1.0	1	-0.4	-17	-11	-1	-2	-2	-10	9
Fc1ccc(-c2nnc(Cc3nnc(-c4ccc(F)cc4)o3)o2)cc1	0.0	3	-0.1	7	-3	-3	-3	6	0	22
Cc1ccc(S(=O)(=O)n2nc(OC(=O)c3cccc(F)c3)cc2N)cc1	-1.0	4	-2.5	-6	-16	4	-17	-6	-4	?
O=C(CCc1ccccc1)NC(NC(=S)Nc1ccc(Br)cc1)C(Cl)(Cl)Cl (centres undefined)	0.6	2	-2.5	-5	-7	-25	7	-1	1	-26
CC(C)c1ccc(NC(=O)CCCC(=O)NCCc2ccccc2)cc1	0.7	13	-1.5	4	0	-4	6	-14	7	-2
Cc1ccccc1-c1nnn(CC(=O)N2CCN(S(=O)(=O)c3ccc(Cl)cc3)CC2)n1	0.4	4	-1.2	6	-8	2	2	-3	-5	-21
O=C(NCCC1CCCCN1S(=O)(=O)c1ccccc1)C(=O)NCc1ccco1 (centres undefined)	0.5	-10	0.0	-2	-17	-3	-2	/	4	24
CCn1c(C(C)NC(=O)c2ccccc2C)n[nH]c1=S (centres undefined)	0.2	-5	0.2	1	-3	1	2	1	0	19
O=C(CSc1nccn1Cc1ccccc1)Nc1ccccc1	0.7	-3	0.8	-8	-4	1	0	-1	-2	5
CC(C)C(NC(=O)c1ccccc1)C(=O)OCC(=O)N1CCCC1 (centres undefined)	-0.4	-4	0.2	-3	-6	3	1	-7	-1	17
CC(Oc1cccc(Cl)c1)C(=O)Nc1cc(Cl)ccc1N1CCOCC1 (centres undefined)	1.1	-1	-3.4	-16	-19	-10	-1	2	-13	-32
COc1cc(NC(=O)CCCC(=O)OCC(F)(F)C(F)F)nc(OC)n1	0.5	6	0.0	4	-3	4	2	2	-1	20
O=C(NC1CCCCC1)c1cccc2c1C(=O)c1ccc(N3CCCC3)cc1S2(=O)=O	0.6	1	-1.2	-1	-10	-1	2	-1	24	11
CSc1ccccc1-n1nnnc1SCC(=O)NCc1cccs1	-0.2	2	-0.6	-9	-2	-1	-2	9	-1	-3
COc1ccc(/C=C/C(=O)OCC(=O)c2ccc[nH]2)cc1	0.7	-2	-0.7	-9	-4	-3	-3	-5	1	4

(list continues)
compound	C-LANA FP	Rtt109 HAT inh	CAL PDZ FP-1	PKA-R2B act	Cardiac RTF inh	DAGLB inh	Keap1 Nrf2 FP	CAL PDZ FP-2	RTF Ca sens act	SR-BI DiI-HDL act
CC(=O)Nc1nc2n(n1)C(c1ccccc1)C=C(c1ccccc1)N2 (centres undefined)	15	/	-3.8	-14	-21	-7	1	1	4	-18
O=C(CNC(=O)c1ccc(Cl)cc1)N/N=C/c1cccnc1	0.4	10	-0.7	7	6	0	5	1	-4	9
Nn1c(SCC(=O)Nc2nccs2)nnc1-c1ccco1	-1.2	-5	-3.1	7	-2	1	5	-1	1	12
COc1ccc(CCNc2nc(-c3sc(C)nc3C)cs2)cc1OC	-0.5	3	-1.9	-12	1	-1	-3	-5	-6	-8
O=C(COC(=O)/C=C/c1ccc(F)cc1)NCC1CCCO1 (centres undefined)	-0.9	-3	-0.5	10	-9	-3	0	-3	6	12
COc1ccc(CCC(C)NC2CCCCCCC2)cc1 (centres undefined)	-0.3	-7	-0.3	4	6	-1	7	-2	-3	8
O=C(O)/C=C/c1cn(-c2ccccc2)nc1-c1cccc([N+](=O)[O-])c1	-0.6	1	-2.2	3	-5	-1	-2	-7	3	/
O=C(O)CCc1nnc(SCC(=O)Nc2cccc(C(F)(F)F)c2)[nH]c1=O	-0.2	3	-2.7	-8	-11	-2	-2	-4	-1	50
CCS(CC)=NS(=O)(=O)c1ccc(NC(C)=O)cc1	0.2	-16	-1.0	0	8	1	1	/	-7	6
O=C1c2ccccc2NC(c2ccc(-c3cccs3)o2)N1O (centres undefined)	3.1	-5	-3.2	-1	0	3	-3	3	1	13
O=C(CCc1ccccc1)N=C1SC2CS(=O)(=O)CC2N1c1ccccc1F (centres undefined)	-0.1	-2	-2.8	10	-5	1	-1	-3	2	18
